PfHsp40 yeast: rescue of PfHsp40-mediated yeast toxicity; AID 504582; S. cerevisiae expressing PfHsp40, growth rescue, ATP luminescence; 340,000 tested, 0.68% active; growth rescue, % at 12.5 µM; in the data active = growth rescue above about 28%, passing the limit was not always enough;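 note: yeast W303a lacking pdr1 and pdr3 grown in galactose medium; growth measured after three days at 30 °C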
Y pestis TopoI: Y. pestis Topo-I inhibition via cleavage products; AID 504884; activity, % at 10 µM; Y. pestis Topo-I cleavage product accumulation, plate reader; 360,000 tested, 0.064% active; in the data active = activity above about 50%, passing the limit was not always enough; note: inactives centre near 2
FadD28 FP inh: blocks FadD28 binding to the bisubstrate probe; 360,000 tested, 0.22% active; inhibition, % at 12.5 µM; fluorescence polarization; in the data active = inhibition above about 8.5%, passing the limit was not always enough
BoNT A protease: BoNT A light chain protease inhibition; multiplex microsphere protease substrate cleavage, flow cytometry; inhibition, % at 10 µM; 360,000 tested, 0.17% active; note: plate controls were buffer without enzyme for full effect and enzyme alone for no effect
TcdB inh: inhibitors of Clostridioides difficile toxin B glycohydrolase | P18177 | TcdB glycohydrolase enzymatic assay, plate reader | inhibition, % at 9.99 µM | 350,000 tested, 0.24% active; in the data active = inhibition above about 10%
CCHFV vOTU inh: CCHFV vOTU protease inhibition. Pep-AMC fluorescence. inhibition, % at 11.5 µM. 370,000 tested, 0.55% active. AID 651958; in the data active = inhibition above about 30%; note: 0% = vehicle wells with enzyme and 100% = no enzyme wells
BoNT F protease: BoNT F light chain protease inhibition. Multiplex microsphere protease cleavage assay, flow cytometry. inhibition, % at 10 µM. 360,000 tested, 0.22% active. AID 588497; in the data active = inhibition above about 35%, passing the limit was not always enough; note: plate controls were buffer without enzyme for full effect and enzyme alone for no effect
PrPC TRFRET: cell surface PrPC inhibition, primary TR-FRET screen; P04156; inhibition, % at 13.8 µM; TR-FRET read-out; 370,000 tested, 0.43% active; in the data active = inhibition above about 24%; note: 0% = median of the test wells and 100% = reference compound wells
Anthrax LF inh2: inhibitors of Bacillus anthracis lethal factor protease | inhibition, % at 10 µM | multiplex microsphere protease cleavage assay, LF | 360,000 tested, 0.12% active; note: plate controls were buffer without enzyme for full effect and enzyme alone for no effect
* hit, by the source's call; nt = not tested or not shown. Cut-off read from the data, not from the text of the source, unless noted: active = inhibition above about 30%; inconclusive = no clear call, values can overlap the other calls; inactive = below that.

cpd | SMILES | Y pestis TopoI | Anthrax LF inh2 | CCHFV vOTU inh | BoNT A protease | PrPC TRFRET | BoNT F protease | TcdB inh | PfHsp40 yeast | FadD28 FP inh
1 | Cc1ccc(NC(=O)COC(=O)CSCC(=O)Nc2cc(C)on2)c(C)c1 | 3 | 9 | -7 | 0.4 | -1 | -1 | 1.9 | 0.7 | -3.3
2 | CCc1ccccc1N(C)C(=O)CCc1nc(-c2ccc(C)cc2)no1 | 28 | -1 | 15 | 0.1 | -3 | -6 | nt | -0.9 | -4.0
3 | O=C(NC(Cc1c[nH]c2ccccc12)C(=O)N/N=C/c1cccc2ccccc12)c1cccs1 (stereo not given) | 8 | 0 | 12 | 0.2 | -7 | -2 | -2.5 | -1.0 | -3.1
4 | COc1ccccc1NC(=O)CSc1nnc(CNC(=O)COc2ccc(Cl)cc2)o1 | 11 | -5 | -1 | -0.3 | 0 | -7 | nt | -0.7 | -4.1
5 | COCCn1c(C(F)(F)F)ccc(NC(=O)c2ccccc2)c1=O | -7 | -12 | 13 | -2.1 | -14 | 0 | 0.4 | 0.4 | -3.2
6 | Cc1ccc(C(=O)N2CC2C)cc1 (stereo not given) | -6 | 2 | -1 | -0.7 | -6 | -4 | 0.5 | -1.3 | -1.6
7 | COCCCNC(=O)Cn1cnc2c(NCc3ccccc3)ncnc21 | -9 | -3 | -8 | -0.1 | -2 | 3 | 1.1 | -1.3 | -1.5
8 | Cc1nc(SCc2ccc(C(=O)O)cc2)nc2c1CCCC2 | -3 | -4 | 7 | -0.9 | 11 | 2 | -1.5 | -1.8 | -2.5
9 | CC(C)c1ccc(CN(C)C(=O)c2ccc(S(=O)(=O)NCc3ccco3)cc2)cc1 | 31 | 2 | 25 | 2.3 | 2 | -6 | 1.8 | 1.8 | -3.2
10 | CCOC(=O)Cc1ccc(Nc2nc(NCc3cccs3)nc3ccsc23)cc1 | -3 | 9 | -7 | -0.2 | 8 | -1 | 0.8 | nt | -0.4
11 | CC(C)N(C(=O)CN1CCN(C(=O)C2COc3ccccc3O2)CC1)C(C)C (stereo not given) | 3 | nt | 7 | nt | -4 | nt | -3.0 | -0.6 | -0.2
12 | COc1ccc2oc(C(=O)OCC(=O)N3CC(C)CC(C)C3)c(C)c2c1 (stereo not given) | 27 | -2 | -14 | 3.1 | -3 | 23 | 0.6 | 1.3 | -1.0
13 | COCCCNCCOCCOc1ccc(Cl)cc1C(C)(C)C | -7 | 0 | 8 | 0.3 | -14 | -5 | 2.7 | -1.7 | -7.9
14 | Cc1cc(C)c2c(N)c(C(=O)NN)sc2n1 | 1 | -13 | -14 | 1.6 | 0 | 1 | -1.3 | 0.7 | 0.6
15 | COc1cc(OC)cc(C(=O)n2cnnc2N)c1 | 2 | -13 | -3 | 3.3 | 3 | -6 | nt | 0.3 | -4.3
16 | O=C(COC(=O)c1cccnc1Nc1cccc(C(F)(F)F)c1)NC1CCS(=O)(=O)C1 (stereo not given) | 6 | -2 | 3 | 0.1 | 0 | 2 | 0.0 | -0.9 | -4.4
17 | Cn1c(=O)[nH]c(=O)c2c1nc(N1CCCCCC1)n2CCOc1ccccc1 | -5 | -4 | 11 | 0.1 | 0 | -1 | -0.3 | -0.4 | -0.7
18 | NS(=O)(=O)c1ccc(CCNC(=O)CCC2COc3ccccc3O2)cc1 (stereo not given) | -3 | -6 | -1 | -0.1 | 3 | -7 | nt | -0.6 | -1.7
19 | Cc1nn(CC(=O)NCCCN2CCN(Cc3ccccc3)CC2)c(=O)c2cc(-c3ccccc3)nn12 | 2 | -2 | 5 | -0.2 | 4 | 3 | 1.1 | 0.2 | -1.6
20 | CCN(CC)S(=O)(=O)c1ccc(NC(=O)CN(c2cccc(C)c2)S(C)(=O)=O)cc1 | 7 | -5 | 5 | -0.9 | -5 | -1 | nt | 0.0 | -1.9
21 | COc1ccccc1N1CCN(/N=C/c2cc(OC)c(O)c(OC)c2)CC1 | -9 | 2 | 5 | -1.0 | -6 | 4 | -16 | 0.4 | -0.7
22 | COc1ccc(N(C(=O)COc2ccc(C)cc2)S(=O)(=O)c2ccc(C)cc2)cc1 | 20 | 1 | 0 | -0.2 | 4 | 1 | nt | -0.4 | -3.5
23 | COc1cccc(CNC(=O)N[C@@H](C)C(=O)O)c1 | 3 | -7 | 6 | 0.6 | -4 | 2 | -0.3 | 0.1 | -3.2
24 | O=C(CNC(=O)c1ccc(Br)o1)Nc1ccncc1 | 0 | 0 | 26 | 2.2 | -3 | -2 | 0.6 | 0.0 | -1.9
25 | CCc1ccc(NC(=O)CNCc2ccc(OC)c(OC)c2)cc1 | -7 | -3 | 13 | 3.7 | 6 | -10 | -6.5 | -0.9 | -1.9
26 | COc1cc2c(cc1OC)CN(C(=O)C1CCCN1S(=O)(=O)c1ccc(F)cc1)CC2 (stereo not given) | -6 | 4 | 0 | -0.1 | -1 | 2 | 0.8 | -1.0 | 0.9
27 | CCC1(c2ccccc2)NC(=O)N(CC(=O)N2CC(=O)Nc3ccccc32)C1=O (stereo not given) | -1 | nt | -8 | nt | 6 | nt | -0.9 | -1.4 | -1.4
28 | O=C(c1ccc(CSc2ccccc2)cc1)N1CCN(c2ccccc2)CC1 | 36 | -7 | -2 | -0.5 | 11 | -3 | 1.1 | 5.4 | -0.4
29 | CCc1[nH]c(=S)c(C#N)c(-c2ccccc2)c1C(=O)OC | 1 | 2 | 1 | 0.3 | 2 | 5 | 1.1 | 9.1 | 0.8
30 | CN(CC(=O)Nc1cccc(F)c1)CC(=O)Nc1ccccc1Oc1ccccc1 | 9 | -12 | 0 | -1.5 | 4 | 3 | -0.4 | 3.4 | -1.4
31 | Cc1cnc(NC(=O)c2ccc(-c3nc4ccccc4s3)o2)s1 | 5 | 25 | 25 | 34* | 8 | 0 | nt | 2.8 | -1.7
32 | O=C(CCc1nc2ccccc2[nH]1)Nc1ccc(F)cc1 | -1 | -3 | -3 | -0.5 | 0 | 6 | nt | -0.7 | -0.6
33 | OCC1(CCOc2ccccc2)CCN(Cc2cc(Cl)ccc2O)CC1 | -1 | -7 | -1 | 0.4 | 5 | 11 | -8.6 | -0.3 | 1.4
34 | O=C(O)Cc1csc(NC(=O)CSc2cccc(C(=O)O)n2)n1 | -4 | nt | -4 | nt | 8 | nt | 1.3 | nt | -2.9
35 | Cc1cc(C)c2[nH]c(=O)c(C(c3nnnn3C(C)(C)C)N(Cc3ccco3)CC3CCCO3)cc2c1 (stereo not given) | 5 | -3 | 0 | 0.2 | 0 | 0 | nt | 1.1 | -2.1
36 | Cc1cc(OCCCC(=O)NCCc2ccccn2)ccc1Cl | 8 | -2 | 3 | 0.6 | 5 | 5 | -3.8 | -0.6 | 0.3
37 | CCCCCCNCC1OCc2ccccc2CO1 | -7 | 0 | 5 | -1.0 | -8 | -20 | -0.6 | -0.1 | 2.0
38 | O=C(NC1CCCCC1)C(c1ccc(F)cc1)N(CCCN1CCOCC1)C(=O)c1ccc(CN2CCOCC2)o1 (stereo not given) | -2 | 19 | -4 | -1.0 | 15 | 10 | 0.3 | -0.7 | 0.3
39 | COc1ccc(CN2CCCC(C(=O)N3CCc4ccccc4C3)C2)cc1OC (stereo not given) | 6 | 0 | -10 | -0.9 | -3 | 2 | 0.9 | 0.1 | 1.0
40 | Cc1ccc(C)c(-c2csc(Nc3ncccn3)n2)c1 | 1 | 8 | -11 | -2.7 | 1 | -12 | 0.4 | 0.8 | -2.8
41 | Cc1ccc2c(C)c(C(=O)Nc3ccc(S(N)(=O)=O)cc3)oc2c1C | 0 | -5 | 4 | -0.8 | 1 | -3 | 0.8 | 1.3 | 0.8
42 | O=C(Nc1ccccc1C(=O)O)c1ccc(CN2C(=O)c3ccccc3C2=O)cc1 | -3 | -13 | -3 | -2.3 | 3 | -21 | -2.4 | 0.7 | -5.9
43 | Cc1ccc(C)c(/C(O)=C2\C(=O)C(=O)N(Cc3cccnc3)C2c2cccnc2)c1 (stereo not given) | -9 | 2 | 10 | 0.1 | 0 | -6 | nt | 0.5 | -2.5
44 | Cc1nnsc1S(=O)(=O)Cc1ccccc1Cl | -5 | 3 | -8 | 1.5 | 1 | 5 | nt | -0.2 | -3.3
45 | O=C1CC(c2ccccc2)CC(O)=C1C=NC1CCCCC1 (stereo not given) | -8 | 0 | -7 | -2.7 | 0 | -2 | nt | -2.3 | -0.1
46 | O=C(/C=C/c1ccco1)NC(=S)Nc1ccc(O)c(-c2nc3ccccc3s2)c1 | -7 | 1 | -18 | 0.6 | -7 | 3 | nt | -0.8 | -2.3
47 | Cc1nn(-c2ccccc2)c(N2CCCC2)c1/C=N/NC(=S)Nc1cc(C(F)(F)F)ccc1Cl | -6 | -4 | -12 | -0.9 | -6 | -8 | nt | 0.2 | -4.9
48 | CCC(C)n1c(=N)c(C#N)cc2c(=O)n3cccc(C)c3nc21 (stereo not given) | -1 | 0 | -6 | 0.0 | -8 | -3 | 7.0 | 0.4 | -1.1
49 | CC(Sc1nc2ccccc2s1)C(=O)N(C)Cc1ccccc1 (stereo not given) | 34 | 15 | 25 | 0.2 | 7 | 8 | -7.0 | 2.0 | -6.3

Part of the list above, with values under each structure.
Below each compound – Y pestis TopoI | Anthrax LF inh2 | CCHFV vOTU inh | BoNT A protease | PrPC TRFRET | BoNT F protease | TcdB inh | PfHsp40 yeast | FadD28 FP inh
1: Cc1ccc(NC(=O)COC(=O)CSCC(=O)Nc2cc(C)on2)c(C)c1
→ 3 | 9 | -7 | 0.4 | -1 | -1 | 1.9 | 0.7 | -3.3
2: CCc1ccccc1N(C)C(=O)CCc1nc(-c2ccc(C)cc2)no1
→ 28 | -1 | 15 | 0.1 | -3 | -6 | nt | -0.9 | -4.0
3: O=C(NC(Cc1c[nH]c2ccccc12)C(=O)N/N=C/c1cccc2ccccc12)c1cccs1 (stereo not given)
→ 8 | 0 | 12 | 0.2 | -7 | -2 | -2.5 | -1.0 | -3.1
4: COc1ccccc1NC(=O)CSc1nnc(CNC(=O)COc2ccc(Cl)cc2)o1
→ 11 | -5 | -1 | -0.3 | 0 | -7 | nt | -0.7 | -4.1
5: COCCn1c(C(F)(F)F)ccc(NC(=O)c2ccccc2)c1=O
→ -7 | -12 | 13 | -2.1 | -14 | 0 | 0.4 | 0.4 | -3.2
6: Cc1ccc(C(=O)N2CC2C)cc1 (stereo not given)
→ -6 | 2 | -1 | -0.7 | -6 | -4 | 0.5 | -1.3 | -1.6
7: COCCCNC(=O)Cn1cnc2c(NCc3ccccc3)ncnc21
→ -9 | -3 | -8 | -0.1 | -2 | 3 | 1.1 | -1.3 | -1.5
8: Cc1nc(SCc2ccc(C(=O)O)cc2)nc2c1CCCC2
→ -3 | -4 | 7 | -0.9 | 11 | 2 | -1.5 | -1.8 | -2.5
9: CC(C)c1ccc(CN(C)C(=O)c2ccc(S(=O)(=O)NCc3ccco3)cc2)cc1
→ 31 | 2 | 25 | 2.3 | 2 | -6 | 1.8 | 1.8 | -3.2
10: CCOC(=O)Cc1ccc(Nc2nc(NCc3cccs3)nc3ccsc23)cc1
→ -3 | 9 | -7 | -0.2 | 8 | -1 | 0.8 | nt | -0.4
11: CC(C)N(C(=O)CN1CCN(C(=O)C2COc3ccccc3O2)CC1)C(C)C (stereo not given)
→ 3 | nt | 7 | nt | -4 | nt | -3.0 | -0.6 | -0.2

High-throughput results deposited in PubChem by several laboratories.
